High-throughput results as filed in PubChem.
14-3-3 PPI – modulators of 14-3-3 gamma protein binding, primary screen, biochemical, fluorescence polarization | 14-3-3 protein gamma (Homo sapiens), P61981 | FP, 14-3-3gamma / TMR-pS259-Raf peptide binding | inhibition, % at 40 µM | 160,000 compounds, 0.19% hits | AID 422, 2006; in the data active means inhibition above about 30%;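 further: 0% = protein plus tracer without compound and 100% = blank with tracer alone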
Target sequence (P61981 whole entry, looked up): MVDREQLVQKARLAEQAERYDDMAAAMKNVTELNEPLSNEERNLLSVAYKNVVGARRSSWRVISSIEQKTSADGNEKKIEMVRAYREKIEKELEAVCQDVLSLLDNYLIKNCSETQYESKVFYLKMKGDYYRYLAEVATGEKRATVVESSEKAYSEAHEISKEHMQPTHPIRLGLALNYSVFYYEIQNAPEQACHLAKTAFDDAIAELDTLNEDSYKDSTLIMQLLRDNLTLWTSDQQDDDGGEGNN
Active calls of the source: *; & = joins results of further samples. A portion of the library; rates above refer to the full screens.

SMILES | 14-3-3 PPI
COc1cc(S(=O)(=O)NCc2ccccc2)ccc1F | 0.4
O=C(O)C1CCC(=O)N1Cc1ccc(F)cc1 (configuration not stated) | -1.5
COc1ccc(S(=O)(=O)NC(C(=O)O)C(C)C)cc1 (configuration not stated) | -5.4
COc1ccc(C(c2nnnn2C(C)(C)C)N2CCN(c3nc4ccccc4s3)CC2)cc1 (configuration not stated) | -2.7
CCc1ccccc1NC(=O)CCS(=O)(=O)c1cc(Br)cc2c1N(C(=O)C1CC1)CC2 | -29.7
COc1ccc(OC)c(NC(=O)CSc2nnnn2-c2ccccc2F)c1 | -2.8
CCC(CC)C(=O)Nc1c2c(nn1-c1ccc([N+](=O)[O-])cc1)CS(=O)(=O)C2 | -7.3
CN1CCN(C(=O)C23CCC(C)(C(=O)C2)C3(C)C)CC1 (configuration not stated) | 18.0
Cn1c(CCNC(=O)C(C)(C)C)nc2ccccc21 | -4.6
CC(C)N1C(=O)CCC1C(=O)O (configuration not stated) | -6.6
O=C(NCc1ccccn1)C1C2C=CC3(CN(Cc4ccccc4Cl)C(=O)C13)O2 (configuration not stated) | 6.5
CCOC(=O)C(C)(C)N(CC)S(=O)(=O)c1cccc([N+](=O)[O-])c1 | -1.8
CC1(C(=O)NC2CCCC2)CCC(=O)N1Cc1cccs1 (configuration not stated) | -0.1
O=C(Nc1ccc(NC(=O)C2CC2)nc1)c1ccncc1 | -5.0
CCN(CC)C(=O)c1cc(-c2ccco2)on1 | -53.7
CCn1c(=NC(=O)c2ccc(N3C(=O)CCC3=O)cc2)sc2c(OC)ccc(OC)c21 | -6.7
COc1ccc(C(=O)CSc2nccn2C)cc1 | 12.0
O=S(=O)(Nc1nc2ccccc2s1)c1ccc(Br)s1 | -14.7
CN(c1ccc(C(=O)NCCSCc2ccco2)cc1)S(C)(=O)=O | -8.3
COc1ccc(NC(=O)C2=C(C)NC(=S)NC2c2ccccc2C)c(OC)c1 (configuration not stated) | -19.2
COc1ccc(NC(=O)c2ccc(N3C(=O)C4CCCCC4C3=O)cc2)c(OC)c1 (configuration not stated) | -2.1
COc1cc(-c2nc3cc(C)ccc3o2)cc(OC)c1OC | 1.7
Cc1ccc(Cn2c(=O)n(-c3ccccc3)c(=O)c3sccc32)cc1 | -0.3
CC(=O)c1c(C)cc(C)c(CSc2nc(C)cc(=O)[nH]2)c1C | 1.1
COc1ccc(N=C2CCCN2CC(N)=O)cc1 | -0.4
CN(C)c1cccc(-c2nnc(SCCCC#N)o2)c1 | -5.5
CCOC(=O)C1CCCN(CC(=O)N2CCCc3c2c(=O)oc2ccc(O)cc32)C1 (configuration not stated) | 2.5
Cc1ccc(C2CC(C(F)(F)F)n3ncc(C(=O)NCc4ccco4)c3N2)cc1 (configuration not stated) | -9.8
NS(=O)(=O)c1ccc(NC(=O)CN(Cc2ccccc2)S(=O)(=O)c2ccc(Cl)cc2)cc1 | -2.2
O=C(NCc1ccccn1)c1cc(-n2cnnc2)ccc1Cl | 3.0
COC(=O)c1ccc(C2C=C(c3cccc(OC)c3)Nc3nnnn32)cc1 (configuration not stated) | -7.9
CCOC(=O)c1c(C(C)(C)C)oc2ccc(OCC#N)cc12 | -5.4
O=C1c2ccccc2CCc2sccc21 | 0.7
C=CCOC(=O)C1=C(C)Nc2[nH]c(=O)[nH]c(=O)c2C1c1cc(OC)ccc1OC (configuration not stated) | -10.5
Cc1ccccc1-n1c(Cn2c(=O)sc3ccccc32)nnc1SCC(=O)N1CCCC1 | -3.1
COc1ccccc1-c1coc2cc(OCc3ccccc3Cl)ccc2c1=O | -1.9
O=C(O)C(Sc1ncn[nH]1)c1ccccc1 (configuration not stated) | 1.8
O=c1oc2c(CN3CCCCC3)c(O)ccc2c2c1CCCCC2 | -0.2
COc1ccccc1CNC(=O)c1sc2ncn(C)c(=O)c2c1C | -1.4
O=c1oc2c(-c3ccc(SC(F)F)cc3)cc(O)cc2s1 | -2.8

Seven records picked at random from those above:
SMILES | 14-3-3 PPI
COC(=O)c1ccc(C2C=C(c3cccc(OC)c3)Nc3nnnn32)cc1 (configuration not stated) | -7.9
O=c1oc2c(-c3ccc(SC(F)F)cc3)cc(O)cc2s1 | -2.8
Cc1ccccc1-n1c(Cn2c(=O)sc3ccccc32)nnc1SCC(=O)N1CCCC1 | -3.1
COc1ccccc1CNC(=O)c1sc2ncn(C)c(=O)c2c1C | -1.4
O=C1c2ccccc2CCc2sccc21 | 0.7
COc1ccccc1-c1coc2cc(OCc3ccccc3Cl)ccc2c1=O | -1.9
C=CCOC(=O)C1=C(C)Nc2[nH]c(=O)[nH]c(=O)c2C1c1cc(OC)ccc1OC (configuration not stated) | -10.5

New compounds follow:
SMILES | 14-3-3 PPI
COc1ccccc1NC(=O)CN(Cc1ccc(Br)cc1)S(=O)(=O)c1ccccc1 | -7.2
COc1c(F)c(F)c(C(=O)Nc2ccc(NC(=O)c3ccco3)cc2)c(F)c1F | -6.7
CCOC(=O)CNc1ccccc1 | -4.0
CCC1=NS(=O)(=O)c2ccccc2N1 | -6.9
C=CCOc1cccc(C2c3c(oc4ccc(F)cc4c3=O)C(=O)N2CCCN2CCOCC2)c1 (configuration not stated) | 4.3
COCCNS(=O)(=O)c1cc(OC)ccc1OC | 1.6
Cc1noc(C)c1S(=O)(=O)N1CCC(C(=O)N2CCCCC2C)CC1 (configuration not stated) | 0.2
COc1ccc2nc(N3CCCC(C(=O)NCCc4ccc(OC)c(OC)c4)C3)[nH]c2c1 (configuration not stated) | -42.0
COC(=O)c1ccc2c(=O)n(Cc3ccc4c(c3)OCO4)c(SCC(=O)Nc3ccc(C)c(Cl)c3)nc2c1 | -14.7
CCC(C)(C)NC(=O)C(c1ccncc1)N(Cc1cccs1)C(=O)Cn1nnc2ccccc21 (configuration not stated) | -7.2

An excerpt from above in order of their number in 14-3-3 PPI, descending:
SMILES | 14-3-3 PPI
C=CCOc1cccc(C2c3c(oc4ccc(F)cc4c3=O)C(=O)N2CCCN2CCOCC2)c1 (configuration not stated) | 4.3
COCCNS(=O)(=O)c1cc(OC)ccc1OC | 1.6
COc1c(F)c(F)c(C(=O)Nc2ccc(NC(=O)c3ccco3)cc2)c(F)c1F | -6.7
CCC1=NS(=O)(=O)c2ccccc2N1 | -6.9
CCC(C)(C)NC(=O)C(c1ccncc1)N(Cc1cccs1)C(=O)Cn1nnc2ccccc21 (configuration not stated) | -7.2
COc1ccc2nc(N3CCCC(C(=O)NCCc4ccc(OC)c(OC)c4)C3)[nH]c2c1 (configuration not stated) | -42.0

Next section:
SMILES | 14-3-3 PPI
CCOC(=O)Cc1cnc(NC(=O)c2ccccc2)s1 | 1.1
COc1ccc(Cl)cc1NC(=O)c1c(NCc2ccc(C)o2)sc2c1CCCCC2 | -184.9
Cc1cc(NC(=O)CCC(=O)N(c2ccccc2)C2(C(=O)NC3CCCCC3)CCCC2)no1 | -5.2
Cc1ccc(-n2c(=O)c3ccccc3n(CC(=O)c3ccc(Cl)cc3)c2=O)cc1 | -8.2
COc1ccccc1-n1c(C)nc2cc(C(=O)NCCc3ccccc3)ccc21 | -163.1
COC(=O)c1ccc(CSc2nc(C)cc(=O)[nH]2)cc1 | 3.2
CCn1cnc2sc(C(=O)Nc3cc([N+](=O)[O-])ccc3OC)c(C)c2c1=O | -10.6
CC(C)(C)C1=Nn2c(nnc2-c2ccccn2)SC1 | -4.2
CCC(C)NC(=O)c1c[nH]c2ccc(S(=O)(=O)N(C)c3cc(Cl)ccc3OC)cc2c1=O (configuration not stated) | -13.6
O=c1nc(-c2ccccc2)c2cc(Cl)ccc2[nH]1 | -9.1&-5.8
CCOc1cc([N+](=O)[O-])cc(C=Nc2cccc(NC(=O)c3ccc(C(C)(C)C)cc3)c2)c1O | -4.7
CC(NC(=O)c1ccco1)C(c1cccs1)N1CCN(c2ccc(F)cc2)CC1 (configuration not stated) | -2.3
COc1cccc(CNC(=O)c2nnn(-c3cccc(C(F)(F)F)c3)c2N)c1 | -7.9
O=C(C1CCCO1)N1CCN(S(=O)(=O)c2ccccc2)CC1 (configuration not stated) | -12.1
Cc1ccc(CN=c2c([N+](=O)[O-])nn(-c3ccccc3C)n2O)cc1 | -2.8
CCc1nc(SCC(=O)OC)n[nH]1 | 9.5
COc1ccccc1-c1nnc(NC(=O)c2ccc(S(=O)(=O)N3CCCCCC3)cc2)o1 | 0.1
Cc1sc2ncnc(SCC(=O)OC3CCCCC3)c2c1C | -113.6
O=C1C2C3C=CC(C3)C2C(=O)N1c1ccc(NCc2ccccn2)c([N+](=O)[O-])c1 (configuration not stated) | -8.1
Cc1cc(C=Nc2cc(Cl)ccc2O)c(O)c(Br)c1C | 12.5
CSc1cccc(NC(=O)CN(C2CCCCC2)S(C)(=O)=O)c1 | -4.1
CC(=O)Oc1c(C)cc(C)c2ccc(=O)[nH]c12 | 1.8
Cc1ccc2c(Cl)c(C(=O)Nc3ccc(S(=O)(=O)Nc4cc(C)nc(C)n4)cc3)sc2c1 | -24.0
CC1=C(C(=O)OC2CCCCC2)C(c2ccc(OC(F)F)cc2)n2nnnc2N1 (configuration not stated) | -2.0
Cc1[nH]nc2c1C(c1ccc(OC(=O)c3ccco3)cc1)C(C#N)=C(N)O2 (configuration not stated) | -5.8
CCC(C)NS(=O)(=O)c1ccc2c(c1)Cc1cc(S(=O)(=O)NC(C)CC)ccc1-2 (configuration not stated) | 0.3
CN1C=C(C(F)(F)F)C=C/C1=C(\C#N)c1nnc2n1CCCCC2 | 4.7
COc1ccc(C(=O)O)cc1F | 0.8&-4.5
COc1ccc2c(c1OC)C(=O)N(c1cccc(Cl)c1)C2=O | -18.5
COc1cccc2c1OC1(C)CC2NC(=S)N1c1ccccc1C (configuration not stated) | 2.3
COc1cc(C2C(C(=O)OCCc3ccccc3)=C(C)NC3=C2C(=O)CCC3)cc(Cl)c1O (configuration not stated) | 2.5
Cc1ccccc1N1C(=O)c2ccc(Oc3ccc(N)cc3)cc2C1=O | -4.3
COc1ccccc1NC(=O)c1cc2ccccc2c(C=Nc2ccc(NC(C)=O)cc2)c1O | 72.7*
CCN(CC)c1cc(C)c2cc(NC(=O)c3cccc(C(F)(F)F)c3)ccc2n1 | -0.8
CCCCNC(=O)Cn1cnc2ccccc2c1=O | -1.4
Cc1nnc(NCCc2ccccc2)[nH]c1=O | 0.1
COC(=O)c1ccc(CN2C(=O)NC3(CCC(C)CC3)C2=O)o1 (configuration not stated) | 6.9
O=C(NCc1n[nH]c(=S)n1Cc1ccccc1)c1ccccc1F | 20.4
CCCCNC(=O)c1nn(-c2ccc(OC)cc2)c(=O)c2ccccc12 | -12.1
O=C(NCc1ccc(Br)cc1)C(=O)c1c(-c2ccccc2)cc2ccccn12 | -0.2
CCN=C(Nc1ccc2c(c1)OCO2)SC1CC(=O)N(c2ccccc2F)C1=O (configuration not stated) | -3.0
O=C(Cn1nc(-c2ccc(Cl)cc2)ccc1=O)NCCCN1CCCCC1 | -16.8
CCN1C(=Cc2ccc3cc(C)ccc3[n+]2CCO)Sc2ccccc21 | -132.0
CS(=O)(=O)N(c1ccc(Cl)cc1)C1CCS(=O)(=O)C1 (configuration not stated) | -2.7
CC1CCN(c2ccc(N3C(=O)C4CCCCC4C3=O)cc2[N+](=O)[O-])CC1 (configuration not stated) | -1.5
O=C1CCCC2=C1C(c1ccc(OCc3ccccc3)cc1)n1ncnc1N2 (configuration not stated) | -4.0
CCN(CC)c1ccc(C2Nc3ccc4ncccc4c3C3=C2C(=O)CCC3)cc1 (configuration not stated) | 0.7
Cc1ccc(C(=O)C2=C(O)C(=O)N(c3ncccn3)C2c2ccc(Cl)cc2)o1 (configuration not stated) | -15.7
CCc1ccccc1NC(=O)c1nn2c(c1Br)NC(c1cccs1)CC2C(F)(F)F (configuration not stated) | -6.9
CCN(CC)CCNc1nc(-c2ccco2)c2c(c1C#N)CC(C)(C)OC2 | -13.2

(more compounds)
SMILES | 14-3-3 PPI
COc1cc(CN2CC(=O)N(c3cc(Cl)ccc3C)C2=S)cc(OC)c1OC | 0.0
CC(=O)Nc1nc(-c2ccc(C(C)C)cc2)nc2c1c(=O)oc1ccccc12 | -1.8
CCOC(=O)C1CCN(C(c2cccc(F)c2)c2sc3nc(C)nn3c2O)CC1 (configuration not stated) | 3.7
CCc1ccc2oc(-c3cccc(NC(=O)COc4ccc(OC)cc4)c3)nc2c1 | -22.0
Cc1ccc(-n2c(SCC(=O)Nc3cccc(C)c3C)nc3c(c2=O)SCC3)cc1 | -0.7
CCOCCCNCC(=O)N1CCN(S(=O)(=O)c2ccc(C)cc2)CC1 | -6.3
Cc1ccccc1NC(=O)c1ccc(Cl)c(S(=O)(=O)N2CCCCCC2)c1 | -5.7
CNc1nonc1C(=O)O | -19.3
COc1ccccc1CC1(C)NC(=O)N(CC(=O)Nc2cc(C)on2)C1=O (configuration not stated) | -9.4
CCOC(=O)c1ccc(CN(Cc2ccc(C)cc2)S(=O)(=O)c2ccccc2)cc1 | 0.4
O=S(=O)(c1cccc2cccnc12)N1CCN(c2ccccn2)CC1 | -2.7
O=[N+]([O-])c1ccccc1C=Nc1ccc(S(=O)(=O)Nc2nccs2)cc1 | 5.8
CC1=C(C(=O)OCCCc2ccccc2)C(c2cccs2)NC(=O)N1 (configuration not stated) | -7.9
O=C(CSc1cccc(C(F)(F)F)c1)N1CCN(S(=O)(=O)c2ccccc2)CC1 | -1.6
CC(C)(C)c1ccc(OCC(=O)NC2CCS(=O)(=O)C2)cc1 (configuration not stated) | -4.0
CCOc1ccc(Nc2nc(C)cc(C)c2C#N)cc1 | -8.4
Cc1ccc2cccc([N+](=O)[O-])c2n1 | 1.2
O=C(c1cc2c(=O)n3ccccc3nc2s1)N1CCN(c2ccccc2Cl)CC1 | -8.3
CCN(CC)c1cc(C)nc(NCc2ccccc2)n1 | -10.2
CN1C(=O)CC(C(=O)Nc2ccccc2F)SC1=Nc1cccc(C(F)(F)F)c1 (configuration not stated) | -24.7
COc1ccc(C2CC(c3ccc(Cl)cc3)Nc3ncnn32)c(OC)c1OC (configuration not stated) | -4.9
COc1ccc(N2Cc3cccc(C(=O)Nc4ccc(F)cc4)c3C2=O)cc1 | -67.2
COc1ccc(Cl)cc1N(CC(=O)Nc1ccc2c(c1)OCO2)S(C)(=O)=O | -4.7
Cc1ccccc1NC(=O)N1C2CCCC1CC(NC(=O)C1CC1)C2 (configuration not stated) | 6.7
O=S(=O)(Nc1cccc2cccnc12)c1ccc(S(=O)(=O)N2CCCC2)cc1 | -3.2
